Compound activity: PubChem BioAssay, National Center for Advancing Translational Sciences (NCATS)
PTAP TSG101 blk: blocks PTAP/TSG101 interaction to inhibit HIV-1 budding | Fluorescence polarization, FITC-PTAP peptide / Tsg101 binding | Potency, µM (top dose mostly 115 µM), without a hit: at the highest dose activity change, negative = inhibition, hits mostly inhibitors | Q99816 | 340,000 tested, under 10 active; active = well fitted inhibition curve with a large enough effect in the main read-out, with a control signal flat, not every such curve was filed as active; inconclusive = small, poorly fitted or top-dose-only effect, or effect the other way, or a change in a side signal; inactive = no such curve, though single readings can be large or run the other way; also: potency is read from the fitted curve at half-maximal effect; % of control where 0% means no effect
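Fluorescence anisotropy tracks displacement of a FITC-tagged PTAP peptide (50 nM) from the Tsg101 binding domain (10 uM), following a 20 min room-temperature incubation at pH 7.5.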
TCR act: T cell receptor activation. primary human leukocytes, anti-CD3, IL-2 HTRF, 48 h. Potency, µM (highest dose often 9.22 µM), without a hit: at the highest dose activation of IL-2 secretion, actives largely listed as activators. 330,000 tested, under 10 active; also: % of control where 0% means no effect
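HTRF read-out of IL-2 secretion: europium cryptate donor excited at 320nm, d2 acceptor emission at 665nm. Cells were primary human leukocytes incubated 48 hr with compounds and a-CD3 beads, supplying TCR signal only.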
BCR signal inh: chronic active BCR signaling inhibition; actives 0.05% (n = 340,000); ABC-DLBCL IkBa-CBG/CBR reporter, luminescence ratio, 4 h; AID 493014; Potency, µM (top dose mostly 46.1 µM), for the others: at the top dose ratio change, negative = lower green/red ratio, most hits filed as inhibitors; active = well fitted inhibition curve with a large enough effect in the signal ratio, with a control signal flat, not every such curve was filed as active; inconclusive = small, poorly fitted or top-dose-only effect, or effect the other way, or a change in a side signal; the % refers to the signal ratio;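 also: potency is read from the fitted curve at half-maximal effect; plate controls were basal doxycycline-induced cells for no effect and cells given 10 µM MG132 for full effect; MG132 reads +100%, hits lower the ratio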
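TMD8 human ABC-DLBCL cells with doxycycline-inducible IκBα–green luciferase fusion and unfused red luciferase, in 0.5% FBS medium; compounds up to 46 uM, 4 h at 37C. Green/red luminescence ratio, filter-overlap corrected, fitted to concentration-response curves.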
uPA surface inh: cell surface uPA generation inhibition; actives 0.31% (n = 330,000); Potency, µM (series often up to 38.3 µM), inactives show top-dose activity change, negative = inhibition, hits mostly inhibitors; cell surface uPA generation assay, qHTS; AID 540303; active = well fitted inhibition curve with a large enough effect; inconclusive = small, poorly fitted or top-dose-only effect; inactive = no such curve, though single readings can be large or run the other way; tested in mouse RAW 264.7 cells; also: potency is read from the fitted curve at half-maximal effect; % is scaled to controls: 0 for no effect and ±100 for the full control effect; nearly all actives have a fitted effect of over 55% in size
TSHR antagonist: human thyrotropin receptor antagonism | P16473 | TSHR-expressing cells, TSH-stimulated cAMP HTRF, 2 h; active compounds read low | activity change, negative = inhibition, % at 11.5 µM | actives 0.2% (n = 330,000) | AID 504810;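 active = activity change below a set negative limit, meaning inhibition stronger than a set level, cut at about -70% in these data; inconclusive = activity change between two set negative limits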; also: % is scaled to controls: 0 for no effect and ±100 for the full control effect
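TSHR-expressing cells, 200/well, pre-treated with compound, then stimulated with EC80 TSH (4nM final) for 2 hours at 37 deg C. cAMP measured by competitive HTRF: anti-cAMP cryptate antibody in lysis buffer plus cAMP-d2, read after 30 minutes at room temperature.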
Eya2 phos inh: Eya2 (human) phosphatase inhibition; O00167; recombinant Eya2, OMFP fluorescence dephosphorylation (OMFP is methylfluorescein phosphate); Potency, µM (doses to about 76.9 µM), without a hit: at the top dose activity, negative = inhibition, hits mostly inhibitors; actives 0.006% (n = 330,000); AID 488837; also: potency is read from the fitted curve at half-maximal effect; % is scaled to controls: 0 for no effect and ±100 for the full control effect
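Eya2 (0.2 uM) preincubated 10 min at ambient with compound, then OMFP substrate added at 50 uM; 10 min reaction in 50 mM HEPES pH 7.5, 50 mM NaCl, 5 uM MgCl2, 0.05% BSA, 1 mM DTT. Fluorescence read at Ex 485/Em 525 nm.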
Mito fusion yeast: mitochondrial division inhibition or fusion activation. S. cerevisiae fusion-defective mutant growth rescue, CellTiterGlo 48 h. Potency, µM (titrated, usually from 46.1 µM), inactives show at the highest dose growth rescue (activation), most hits filed as activators. actives 0.23% (n = 320,000);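 also: potency is read from the fitted curve at half-maximal effect; % of control where 0% means no effect; nearly all actives have a fitted effect of over 45% in size; temperature-sensitive fusion mutants such as fzo1-1 at 37 °C on non-fermentable ethanol glycerol medium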
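Growth-rescue viability read-out: after 48 h at the non-permissive 37C in glycerol/ethanol YPEG, yeast mitochondrial fusion mutants are measured by CellTiterGlo luminescence; compounds (23 nl pinned per well) restoring growth score as division inhibitors or fusion activators.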
USP2a block: blocks human ubiquitin-specific protease USP2a | Potency, µM (highest dose often 38.3 µM), for inactives: at the top dose activity change, negative = inhibition, most hits filed as inhibitors | actives 0.01% (n = 330,000) | O75604 | USP2 core, Ub-CHOP2 coupled fluorogenic reporter, 485/531;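 also: potency is read from the fitted curve at half-maximal effect; plate controls were DMSO wells for no effect and full inhibition by NEM control for full effect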
Target sequence (O75604 whole entry, looked up): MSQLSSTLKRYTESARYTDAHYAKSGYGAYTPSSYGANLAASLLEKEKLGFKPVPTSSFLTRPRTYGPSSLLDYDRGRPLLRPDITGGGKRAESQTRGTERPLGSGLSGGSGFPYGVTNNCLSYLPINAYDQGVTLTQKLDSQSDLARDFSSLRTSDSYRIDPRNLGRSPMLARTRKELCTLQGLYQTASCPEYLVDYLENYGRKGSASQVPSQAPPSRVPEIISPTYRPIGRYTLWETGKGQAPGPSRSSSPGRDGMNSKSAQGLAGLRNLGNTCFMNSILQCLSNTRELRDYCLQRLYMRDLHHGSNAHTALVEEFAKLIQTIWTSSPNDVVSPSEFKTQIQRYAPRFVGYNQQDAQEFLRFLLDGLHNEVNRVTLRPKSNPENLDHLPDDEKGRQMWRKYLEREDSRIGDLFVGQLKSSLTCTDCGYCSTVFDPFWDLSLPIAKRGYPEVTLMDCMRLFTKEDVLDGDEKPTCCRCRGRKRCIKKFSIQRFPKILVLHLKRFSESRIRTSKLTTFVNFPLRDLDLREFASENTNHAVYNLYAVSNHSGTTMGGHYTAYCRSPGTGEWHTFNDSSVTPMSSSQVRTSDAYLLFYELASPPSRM
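USP2 core (10nM final) preincubated 30min RT with compound in 20mM Tris-HCl pH 8.0, 2mM CaCl2, 2mM beta-mercaptoethanol, 0.05% CHAPS; 25nM Ub-CHOP2 plus 25nM reporter substrate added, fluorescence (Ex485/Em531) read after 60min.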
B2AR arrestin: agonists driving beta-arrestin recruitment to human beta2-adrenergic receptor | AID 492947 | beta-arrestin recruitment to beta2AR, cell-based reporter | actives 0.02% (n = 330,000) | Potency, µM (doses to about 46.1 µM), for inactives: at the top dose activation, hits mostly activators;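 also: potency is read from the fitted curve at half-maximal effect; 0% = DMSO controls and full agonism = EC100 isoproterenol or metaproterenol; nearly all actives have a fitted effect of over 65% in size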
Target sequence (P07550 whole entry, looked up): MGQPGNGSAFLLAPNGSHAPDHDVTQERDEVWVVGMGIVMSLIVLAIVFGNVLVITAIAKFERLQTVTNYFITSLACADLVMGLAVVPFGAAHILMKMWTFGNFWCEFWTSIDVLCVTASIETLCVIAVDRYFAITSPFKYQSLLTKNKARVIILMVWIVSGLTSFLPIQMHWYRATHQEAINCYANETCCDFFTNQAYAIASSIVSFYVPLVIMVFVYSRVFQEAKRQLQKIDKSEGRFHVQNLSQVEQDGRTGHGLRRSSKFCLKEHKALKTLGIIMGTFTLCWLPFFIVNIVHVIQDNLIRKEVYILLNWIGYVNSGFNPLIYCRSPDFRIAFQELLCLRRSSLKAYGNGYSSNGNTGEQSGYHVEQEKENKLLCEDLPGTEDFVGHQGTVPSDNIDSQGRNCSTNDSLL
ELG1 repair inh: blocks ELG1-dependent DNA repair in HEK293T cells | HEK293T ELG1-luciferase reporter, luminescence, 16 h; DNA damage induced by 5-fluorouridine | Potency, µM (doses to about 46.1 µM), for the others: at the top dose activity change, negative = inhibition, hits mostly inhibitors | actives 2.3% (n = 330,000) | AID 504467; also: potency is read from the fitted curve at half-maximal effect; % is scaled to controls: 0 for no effect and ±100 for the full control effect; nearly all actives have a fitted effect of over 55% in size
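DMSO vehicle served as the neutral condition. Each well held 2,000 cells given 5-fluorouridine plus compound; after 16 hr at 37 °C/5% CO2, ONE-Glo was added and luciferase measured 30 min later.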
Tb PFK block: inhibitors of T. brucei phosphofructokinase; O15648; T. brucei PFK, ADP-Glo luminescence; Potency, µM (titrated, usually from 57.5 µM), for the others: at the top dose activity, negative = inhibition, hits mostly inhibitors; actives 0.17% (n = 330,000);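 also: potency is read from the fitted curve at half-maximal effect; 0% = uninhibited 1x PFK enzyme wells and -100% = no-enzyme wells; nearly all actives have a fitted effect of over 60% in size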
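Luminescent ADP detection (ADP-Glo, two-step: ATP depletion then ADP-to-ATP conversion for luciferase) reported PFK activity after 45 min room-temperature reaction of 1.25 nM enzyme with 0.5 mM F6P and 0.1 mM ATP at pH 8.0.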
Numbers without * were called inactive; ? = inconclusive; . = not tested or not shown; & = joins results of further samples; [ ] = another dose, or the depositor's remark. Unless noted, calls follow the shape of the dose curve; as a rule, active = well fitted curve in the direction sought with a large enough effect; inconclusive = small, poorly fitted or top-dose-only effect, or another doubt; inactive = no such curve, though single readings can be large; an effect the other way counts as inactive or inconclusive.

SMILES	PTAP TSG101 blk	TCR act	BCR signal inh	uPA surface inh	TSHR antagonist	Eya2 phos inh	Mito fusion yeast	USP2a block	B2AR arrestin	ELG1 repair inh	Tb PFK block
N#C/C(=C\c1ccc(O)c(Br)c1)C(=O)NCc1ccccc1	-1%	3%	?	-1%	15	-4%	-5%	-6%	4.0%	-3%	-14%
COc1ccc(C(=O)/C=C/Nc2ccccn2)cc1	3%	-5%	?	?	-5	-4%	1%	0%	0.2%	?	-21%
CC(=O)c1c(C)[nH]c(C(=O)CSc2nnc(-c3ccccc3)n2Cc2ccc3c(c2)OCO3)c1C	-4%	6%	-12%	6%	1	7%	-1%	2%	0.3%	?	-1%
CC(=O)c1cccc(NC2c3ccccc3C(=O)N2Cc2ccco2)c1 (stereo unspecified)	-9%	-3%	-14%	-1%	-5	17%	-5%	2%	-0.8%	14%	4%
Cc1ccc(NC(=O)c2ccc(S(=O)(=O)NCC3CCCO3)cc2)cc1 (stereo unspecified)	-12%	-4%	18%	2%	8	7%	0%	1%	-2.3%	3%	-2%
COc1ccc(S(=O)(=O)N2CCc3ccccc32)cc1C(=O)N1CCN(C=O)CC1	-8%	-2%	0%	-8%	4	0%	2%	3%	0.0%	7%	0%
O=C(NC(Cc1ccccc1)C(=O)O)c1ccc(S(=O)(=O)N2CCCC2)cc1 (stereo unspecified)	-8%	0%	9%	.	32	-12%	1%	1%	-0.4%	3%	-7%
Cc1ccc(-c2cc(C(=O)N3CCN(C(=O)c4ccco4)CC3)[nH]n2)cc1C	-6%	-6%	-1%	-4%	2	5%	-3%	-1%	0.2%	0%	-2%
O=C(Cn1nc(Cc2cccnc2)c2ccccc2c1=O)Nc1cc(F)ccc1F	-4%	-5%	-3%	-13%	20	2%	-4%	-3%	-0.1%	?	0%
O=C(c1cccc(C(=O)N2CCc3ccccc32)n1)N1CCc2ccccc21	-2%	1%	2%	5%	0	1%	11%	0%	-0.8%	-14%	-6%
COc1ccc(Nc2cc(C(=O)NCc3ccco3)c3ccccc3n2)cc1	.	-1%[46.1 µM]	?	.	-4	0%	-7%	5%	-0.2%	4%	3%
COCCNC(=O)c1cc2sc3ccccc3c2s1	-1%	6%	?	1%	-19	10%	-3%	0%	0.1%	?	0%
Cc1ccc(S(=O)(=O)NC(CC(C)C)C(=O)Nc2ccncc2)cc1 (stereo unspecified)	0%	12%	-4%	7%	12	-17%	3%	0%	-0.2%	5%	0%
C/C(Cn1nc([N+](=O)[O-])cc1C)=N\NC(=O)COc1ccc(Cl)cc1Cl	-8%	1%[46.1 µM]	-2%	-3%	13	-4%	-5%	-2%	-0.5%	3%	-6%
Cc1ccc(NC(=O)c2ccn(C(=O)Nc3ccccc3)n2)c(C)c1	0%	-1%	?	6%	5	-7%	-4%[9.22 µM]	-5%	-0.2%	?	0%
Cc1nn(CC(=O)Nc2ccc(N3CCOCC3)cc2)c(C)c1[N+](=O)[O-]	-1%	2%	2%	3%	-1	3%	.	0%	0.0%	3%	2%
Cc1ccc(C)c(OCc2cc(C(=O)N3CCc4sccc4C3)no2)c1	-1%	-2%	-2%	4%	-22	-2%	3%	7%	-1.0%	-23%	-13%
CCOC(=O)C1CCCCN1Cc1cn(C)nc1-c1ccccc1F (stereo unspecified)	-3%	3%	1%	0%	-9	-4%	-4%	10%	-0.8%	-1%	2%
COc1cccc(-c2csc3nc[nH]c(=O)c23)c1	-2%	6%	-16%	-5%	6	-21%	9%	1%	-0.2%	?	1%
Nc1ccc(C(=O)N(CCO)CCO)cc1	-4%	0%	-3%	6%	5	13%	-5%	0%	-0.3%	9%	1%
Cn1cccc1C(=O)NNC(=O)COc1ccc(Br)cc1	-2%	-7%	-2%	0%	-7	2%	-1%	1%	0.1%	4%	-2%
O=C(NNC(=O)c1n[nH]c2ccccc12)c1ccccc1	0%	1%	?	-1%	6	17%	-2%	3%	0.2%	-2%	2%
Cc1ccc(-n2c(-c3ccccc3)c[n+]3c2CCc2ccccc2-3)c(C)c1	-5%	8%	?	-15%	-16	0%	23%	8%	2.9%	?	0%
C[C@H](CCC(=O)NCC(=O)O)[C@H]1CC[C@H]2[C@@H]3[C@H](O)C[C@@H]4C[C@H](O)CC[C@]4(C)[C@H]3C[C@H](O)[C@]12C	-1%&0%&-1%	-18%&-9%&-11%	1%&-13%&-2%	-3%&2%&-1%	-1&-1&-3	4%&13%&-1%	0%&5%&-1%	0%&4%&1%	0.0%&0.0%&-0.1%	?	-4%&-8%&-3%
CCN(CC)S(=O)(=O)c1ccc(C(=O)NCc2n[nH]c(=S)n2-c2ccccc2OC)cc1	-7%	-10%	?	6%	0	-3%	-2%	3%	-0.1%	12%	2%
New compounds follow.
SMILES	PTAP TSG101 blk	TCR act	BCR signal inh	uPA surface inh	TSHR antagonist	Eya2 phos inh	Mito fusion yeast	USP2a block	B2AR arrestin	ELG1 repair inh	Tb PFK block
C/C(=N\Nc1nc2ccccc2[nH]1)c1ccc2c(c1)OCCO2	2%	2%	?	-14%	-9	0%	11%	-10%	-0.6%	?	2%
O=C(C(Sc1ccccc1)c1ccccc1)N1CCN(c2ccccc2)CC1 (stereo unspecified)	-2%	0%[46.1 µM]	5%	1%	-11	1%	26%	1%	3.7%	-17%	10%
O=C(C1CCN(S(=O)(=O)c2ccccc2)CC1)N(CCc1ccccc1)Cc1ccco1	-2%	-3%	0%	4%	-12	-3%	2%	1%	-0.2%	-22%	1%
O=C(OCCN1C(=O)c2cccc3c(N4CCOCC4)ccc(c23)C1=O)c1ccccc1Cl	?	-2%[46.1 µM]	?	-16%	?	?	15%	?	-0.4%	12µM*	2%
CSCCC(NC(=O)c1ccc(Cl)cc1Cl)C(=O)NNC(=O)c1csc(N2CCOCC2)n1 (stereo unspecified)	-9%	-1%	-1%	-23%	8	-5%	0%	2%	-0.8%	-2%	-3%
S=C(NC1CCCC1)N1CCN(C/C=C/c2ccccc2)CC1	-3%	-6%	-16%	-5%	7	3%	12%	-1%	-0.3%	18µM*	-1%
COc1ccc(CNC(=O)Cn2ccc(NC(=O)OCc3ccccc3)nc2=O)cc1	1%	-6%	2%	2%	-9	2%	-5%	0%	-1.8%	4%	-29%
CCOC(=O)N1CCN(Cc2nc3c(c(=O)[nH]c(=O)n3C)n2Cc2cc(C)ccc2C)CC1	?	-3%	-7%	.	5	11%	3%	3%	-0.5%	-26%	-5%
Cc1ccccc1NC(=O)C(Cc1ccccc1)n1cccc1 (stereo unspecified)	-6%	1%	?	2%	-10	-1%	19%	-2%	-0.3%	4%	-1%
Cc1ccccc1OCC(O)CN1CCC(C)CC1 (stereo unspecified)	2%	2%	-6%	3%	4	-1%	0%	1%	-0.3%	-3%	-2%
COc1ccc2c(c1)C=CC1(O2)N(CCO)c2ccccc2C1(C)C (stereo unspecified)	-1%	-3%[46.1 µM]	-2%	-8%	16	-16%	5%	1%	-0.3%	?	-1%
Cc1ccccc1C(=O)N1CCN(c2ccc([N+](=O)[O-])c(NCc3cccnc3)c2)CC1	-3%	5%[46.1 µM]	-6%	-11%	-1	-1%	0%	1%	0.2%	?	0%
CN(CCC1CCOCC1)C(=O)CC1C(=O)NCCN1CC1CCCCC1 (stereo unspecified)	-1%	1%	7%	2%	-8	-5%	3%	2%	-0.2%	6%	-1%
CCN1C(=O)CC(N2CCN(c3ccc(Cl)cc3)CC2)C1=O (stereo unspecified)	-2%	7%	2%	10%	5	9%	3%	-3%	-0.9%	-25%	2%
Cc1ccc(/C=N/NC(=O)CNC(=O)c2ccc(S(=O)(=O)N3CCCC3)cc2)o1	1%	1%	-1%	-2%	13	-2%	8%	2%	0.1%	1%	-8%
O=C(CSc1nc2ccccc2c(=O)n1-c1ccc(Cl)cc1)N/N=C/C=C/c1ccccc1[N+](=O)[O-]	1%	5%[46.1 µM]	?	10%	36	14%	-1%	-1%	0.0%	?	3%
NS(=O)(=O)c1ccc(NCc2cc(Cl)ccc2OCc2ccc(F)cc2)cc1	0%	0%[46.1 µM]	-10%	3%	-5	-3%	11%	-6%	-0.8%	-37%	-3%
